Screening data (PubChem BioAssay)
Ecoli viability – counter-screen for AddAB inhibitors: E. coli growth inhibition; inhibition, % at 11.9 µM; E. coli V3065 growth, OD600 absorbance, 18 h; actives 0.27% (n = 330,000); AID 449728;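 active means inhibition above the campaign's mean inhibition across all tested compounds plus 3 SD, cut at about 9.9% in these data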;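 further: uninfected addAB+ strain grown without phage in ampicillin broth; 0% = DMSO wells and 100% = ciprofloxacin 0.95 µg/ml wells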
Tat export inh – blocks Tat-dependent protein export in E. coli; inhibition, % at 10 µM; actives 0.036% (n = 340,000); E. coli MC4100 TorA-mCherry Tat export, fluorescence; AID 488895;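 active means mean replicate inhibition at least 50% and at least half of replicates individually reaching 50%; inconclusive means only one of the two criteria met; inactive means neither criterion met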;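 further: exported cargo escapes ClpAP degradation while cytoplasmic cargo is degraded and loses fluorescence; 0% = median of neutral control wells and 100% = median of NaSCN control wells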
Wnt act – activates Wnt/beta-catenin signaling in a reporter cell assay; actives 1.2% (n = 300,000); AID 743398; activator, plate reader; activation, % at 9.35 µM; in the data active means activation above about 30%, passing the limit was not always enough; inconclusive means no clear call, values can overlap the other calls;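 further: 0% = neutral control wells and 100% = positive control wells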
SR-BI DiI inh – blocks mouse SR-BI lipid uptake from DiI-HDL. Q61009. ldlA[mSR-BI] CHO cells, DiI-HDL uptake fluorescence, 3 h. inhibition, % at 12.5 µM. actives 0.96% (n = 320,000). AID 488896;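 active means mean replicate inhibition of at least 70% and a set share of replicates each scoring 70 or more; inconclusive means meets just one of the two criteria; inactive means fails both criteria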;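 further: 0% = median of neutral control wells and 100% = median of positive control wells; values of inactives mirror those of a sister screen read the other way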
Target sequence (Q61009 whole entry, looked up): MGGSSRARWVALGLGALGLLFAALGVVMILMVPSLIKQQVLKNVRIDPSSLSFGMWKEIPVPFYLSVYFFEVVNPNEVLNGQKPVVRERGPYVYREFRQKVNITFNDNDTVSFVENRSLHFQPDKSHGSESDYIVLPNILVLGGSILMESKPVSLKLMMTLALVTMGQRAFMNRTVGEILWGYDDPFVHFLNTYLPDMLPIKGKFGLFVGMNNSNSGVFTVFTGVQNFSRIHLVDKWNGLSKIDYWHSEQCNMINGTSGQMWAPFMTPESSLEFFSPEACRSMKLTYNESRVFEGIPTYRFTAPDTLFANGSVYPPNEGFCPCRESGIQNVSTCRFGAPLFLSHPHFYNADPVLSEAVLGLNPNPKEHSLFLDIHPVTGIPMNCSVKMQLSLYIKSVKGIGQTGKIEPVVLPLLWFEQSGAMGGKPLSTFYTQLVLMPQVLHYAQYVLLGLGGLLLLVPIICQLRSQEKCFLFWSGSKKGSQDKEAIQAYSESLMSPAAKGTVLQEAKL
phage Ecoli inh – E. coli growth loss with phage present. growth absorbance. actives 0.26% (n = 360,000). inhibition, % at 11.9 µM; in the data active means inhibition above about 11%
MITF act – MITF TRPM1 promoter activation in melanoma cells | actives 0.75% (n = 300,000) | AID 588334 | activation, % at 12.5 µM | SK-MEL-5 TRPM1-promoter luciferase, 24 h; % of positive control, neutral wells = 0;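 active means mean activation of at least 80% with every replicate also reaching 80%; inconclusive means mean reaches 80% but some replicate falls short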;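 further: 0% = neutral control wells and 100% = parthenolide positive control wells; values of inactives mirror those of a sister screen read the other way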
CAL PDZ FP-1 – inhibitors of human CAL PDZ peptide binding; Q9HD26; purified CAL PDZ, TMR-peptide fluorescence polarization, 1 h; inhibition, % at 20 µM; actives 0.02% (n = 330,000); AID 504414;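 active means highest replicate inhibition of at least 40%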;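 further: plate controls were DMSO neutral control wells for no effect and unlabeled competitor peptide control wells for full effect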
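Read-out basis: mP drop reported as inhibition | Assay system: Tagged CAL PDZ protein CerCALP, purified | Benchmarks: Unlabelled peptide for full inhibition, DMSO wells as neutral | Schedule: 1 h incubation at room temperature before polarization reading | Buffer or medium: Sodium phosphate/NaCl buffer pH 7.4 with TCEP, IgG, Thesit | Doses: Single point, 20 µM | Measured by: Fluorescence polarization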
CAL PDZ FP-2 – CAL PDZ (human) peptide binding inhibition | purified CAL PDZ, TMR-peptide fluorescence polarization, 1 h | AID 602252 | actives 0.92% (n = 300,000) | inhibition, % at 24.9 µM;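 active means mean inhibition of at least 30% with at least half of replicates also reaching 30%; inconclusive means no clear call, values can overlap the other calls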;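 further: 0% = DMSO neutral control and 100% = excess unlabeled competitor peptide PRC23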
AddAB inh – less growth of phage-infected E. coli with AddAB; E. coli expressing H. pylori AddAB, absorbance growth; AID 435030; actives 0.29% (n = 330,000); inhibition, % at 11.9 µM; in the data active means inhibition above about 12%;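 further: 0% = vehicle wells of infected cells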
SR-BI DiI-HDL act – activators of SR-BI mediated HDL lipid uptake; CHO ldlA[mSR-BI] cells, DiI-HDL uptake fluorescence, 3 h; 100 = double the neutral-control signal; activation, % at 12.5 µM; actives 0.096% (n = 320,000); AID 504775;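 active means mean replicate activation of at least 60% and every replicate at or above 60%; inconclusive means mean or all-replicate condition met, but not both; inactive means mean below 60% and not all replicates reaching 60%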;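 further: 0% = median plate neutral-control signal and 100% = twice that signal; values of inactives mirror those of a sister screen read the other way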
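Material: SR-BI-overexpressing, LDLR-lacking CHO cells | Dosing: Single compound concentration, delivered by pin transfer | Probe or stimulus: Labelled HDL, 10 µg/mL | Signal: Bottom-read cell fluorescence after medium removal, ex 550/em 595 nm | Schedule: 3 h, 37 °C | Evaluation: HDL uptake via cellular fluorescence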
Active calls of the source: *; ? = inconclusive; / = no result given; & = joins results of further samples. Compounds were not picked by outcome (roughly 3.6% active in at least one column).

Compound	Ecoli viability	Tat export inh	Wnt act	SR-BI DiI inh	phage Ecoli inh	MITF act	CAL PDZ FP-1	CAL PDZ FP-2	AddAB inh	SR-BI DiI-HDL act
CCc1cc(=O)oc2c(C)c(OC(C)C(=O)NC3CC(C)(C)NC(C)(C)C3)ccc12 (centres undefined)	0.5	2.6	-0.8	15.5	0.4	-1.2	-1.2	/	0.7	-15.5
CCCNS(=O)(=O)c1ccc(-n2cnnn2)c(OC)c1	1.2	-7.1	-2.7	/	1.4	4.9	-1.3	1.9	-1.6	/
NC(=S)N=Nc1c(O)n(C2OC(=O)c3ccccc32)c2ccccc12 (centres undefined)	1.3	-1.2	/	14.2	1.9	-3.6	0.8	-3.6	1.2	-14.2
CC(C)c1ccc(NS(=O)(=O)c2ccc(N3C(=O)CCC3=O)cc2)cc1	-0.4	0.3	-0.1	-7.3	1.9	5.1	-1.6	-4.0	0.6	7.3
O=c1c(Cl)c(N2CCOCC2)cnn1-c1ncc(C(F)(F)F)cc1Cl	-2.7	5.9	-1.9	-1.8	2.4	5.4	-0.9	-4.4	1.7	1.8
O=C(O)/C=C/c1cccc(NS(=O)(=O)c2ccccc2)c1	0.7	-5.4	/	-17.6	1.6	1.3	0.4	-4.3	3.5	17.6
Cc1ccc(NC(=O)c2snc3ccc(Cl)cc23)cc1C	-1.9	-3.2	48.5*	-1.9	2.8	45.3	-0.5	-0.5	1.8	1.9
O=C(C1CCCO1)N1CCN(C(=S)Nc2ccc(Cl)c(Cl)c2)CC1 (centres undefined)	-0.8	-1.6	-3.1	5.4	2.6	-3.6	-0.4	2.5	4.5	-5.4
CCOC(=O)N1CCN(CC(O)COCC2=CCC3CC2C3(C)C)CC1 (centres undefined)	0.6	28.4	-0.2	3.8	0.9	9.0	0.1	-0.7	5.9	-3.8
CCc1cc(=O)oc2c3c(cc(OCC(=O)NCc4cccnc4)c12)OC(C)(C)CC3	-0.7	3.5	-1.7	51.0	0.7	-1.1	-1.3	-8.2	2.9	-51.0
CCOc1c(Cl)cc(CNc2nnnn2C)cc1OC	-2.0	7.4	-0.2	-6.4	3.0	/	26.9	-7.6	-0.5	6.4
[N-]=[N+]=NC1C[C@H](n2ccc(=O)[nH]c2=O)O[C@@H]1CO (some centres undefined)	37.7*	-1.3	-23.1	8.6	31.8*	-2.0	-0.2	-0.1	37.5*	13.9
O=C(CN(Cc1ccccc1Cl)C(=O)c1ccc(CN2CCOCC2)o1)NCc1ccccc1	-1.7	4.1	/	-9.7	3.6	3.6	/	-4.4	-1.3	9.7
CCn1nc(C(=O)OCC(=O)c2c[nH]c3ccccc23)c2ccccc2c1=O	1.1	-3.8	4.1	33.6	1.7	/	-1.7	/	4.1	-33.6
Cc1nn(C)c(C)c1Nc1ccc(N2C(=O)C3CC=CCC3C2=O)cc1[N+](=O)[O-] (centres undefined)	2.0	-2.6	-5.9	4.7	-0.7	-3.1	-1.1	1.4	-1.2	-4.7
O=C1NC(=O)C2(CCCc3ccccc32)N1 (centres undefined)	0.7	-0.4	-0.5	-7.0	2.2	6.6	-1.8	-1.0	1.2	7.0
COc1ccc(OC)c(-n2c(-c3ccc(C)cc3)n[nH]c2=S)c1	1.4	-0.9	1.5	-18.8	2.6	/	0.2	-0.8	1.1	18.8
Cc1ccc(-n2nc(CC#N)c(C#N)c2N)cc1	-0.1	0.5	/	12.5	1.8	0.4	-1.1	-5.3	0.3	-12.5
O=C(CCN1C(=O)COc2ccccc21)N1CCCCC1	-0.3	-0.3	/	6.2	1.4	-3.2	-1.3	3.4	2.2	-6.2
COc1ccccc1C(CNC(=O)C1CC(=O)N(Cc2ccc(C)cc2)C1)N1CCCC1 (centres undefined)	0.2	-5.2	-1.6	-14.8	-0.2	-11.2	-0.7	3.0	3.6	14.8
C#CC1(NC(=O)NC(=O)c2c(F)cccc2F)CCCCC1	0.1	-15.2	1.9	2.3	3.1	/	-0.8	-3.1	1.1	-2.3
O=C(NCC1CCCO1)c1cc2n(n1)C(C(F)(F)F)CC(c1ccc(F)cc1)N2 (centres undefined)	0.6	-5.7	4.9	11.8	2.9	/	-1.6	-2.6	-0.1	-11.8
CC(=O)Nc1ccc(NC(=O)COC(=O)Cc2c[nH]c3ccccc23)cc1	0.3	2.5	-1.2	-3.3	1.7	-6.8	-0.4	0.2	4.1	3.3
O=C(Cn1ccc([N+](=O)[O-])n1)N1CCCc2ccccc21	2.2	1.6	31.9*	5.4	2.3	13.8	1.2	-0.3	-1.7	-5.4
CC(C)c1ccc(O)c(NC(=S)NC(=O)c2ccc3c(c2)OCO3)c1	-4.4	-6.7	?	1.1	-0.7	52.7	-2.3	-2.5	1.8	-1.1
Cc1cccn2cc(CNC(=O)CC3CCCC3)nc12	1.5	-6.8	-1.8	-15.6	4.0	3.3	0.5	-3.8	-0.6	15.6
Cc1ccc(-n2c(O)c(/C=N/n3cnnc3)c3ccccc3c2=O)cc1	1.6&0.5	-5.9&5.9	-0.3	-7.7&-8.7	-0.7&1.2	-1.8&2.2	-2.0&-2.1	-4.1&-22.7	2.8&-0.7	7.7&8.7
Cc1ccccc1-n1ncc2c1CC(C)(C)CC2NC(=O)CSc1ccncc1 (centres undefined)	0.5	-10.7	-1.2	11.5	1.0	-3.5	-2.8	-0.1	0.8	-11.5
Cc1nc(-c2ccccc2)sc1C(=O)/C=C/c1ccccc1	-2.1	4.2	/	1.2	1.9	31.8	0.0	1.4	4.2	-1.2
Cc1cccc(NC(=O)CSc2n[nH]c(-c3cccnc3)n2)c1	2.1	-7.7	-0.9	/	0.1	7.1	-2.9	-4.0	5.7	/
CC(NC(=O)Cc1ccccc1[N+](=O)[O-])c1ccccc1 (centres undefined)	2.9	/	-0.5	/	1.1	/	/	/	4.0	/
COc1ccc(CCN(Cc2cc3cc(C)ccc3[nH]c2=O)C(C)=O)cc1OC	0.8	0.7	1.5	-13.8	5.0	-3.6	-2.7	-0.1	3.2	13.8
O=S(=O)(c1ccccc1)N1CCN(c2nnc(-c3ccccc3)c3ccccc23)CC1	1.4	4.5	-2.7	/	-3.4	-8.0	-3.9	-3.9	0.4	/
O=C(NC1CCCC1)C1CCN(c2cnccn2)CC1	2.6	6.4	-0.8	-2.1	2.6	-4.4	-1.0	/	4.0	2.1
NC(=O)c1ccc(NC(=O)CSc2cn(CC(=O)N3CCOCC3)c3ccccc23)cc1	-1.5	8.3	-1.1	-3.0	2.3	2.4	-1.7	-5.0	4.7	3.0
COC(=O)CSc1nc(-c2ccc(C)cc2)c2c(c1C#N)CCCC2	-1.5	10.3	-2.5	22.5	1.4	10.6	/	-4.3	1.2	-22.5
O=C(COC(=O)c1cccnc1Cl)c1ccc(F)cc1	-0.3	4.6	4.2	22.2	3.8	-2.3	-1.5	-4.7	1.6	-22.2
Cc1cc(C(=O)NCC(=O)O)c(C)o1	-0.2	-2.8	0.2	-39.7	-1.9	-4.7	-0.2	-4.3	0.4	39.7
CC(=O)c1cc(C(C)=O)c(C)nc1C	1.9	-3.1	0.6	-17.5	2.0	4.8	-0.5	/	6.0	17.5
O=C(CSC1=NCCS1)NC1CCCCC1	-0.5	-5.1	-0.8	6.7	0.8	16.6	-0.2	-2.0	2.7	-6.7
COc1ccccc1NC(=O)CCCC(=O)OCC(=O)c1ccc(F)cc1	-2.5	-2.4	3.8	4.1	-0.8	2.7	-2.6	-1.0	2.4	-4.1
CCCOc1ccccc1OCC(=O)N1CCN(S(=O)(=O)c2ccc(Cl)cc2)CC1	-0.2	-1.8	-3.0	27.0	2.4	3.5	-0.1	-4.5	-1.6	-27.0
COc1ccccc1NC(=S)N1CCN(Cc2ccccc2)CC1	-2.2	-4.4	-1.6	11.7	1.6	18.9	-3.4	-2.3	1.6	-11.7
CC1CN(c2ccc([N+](=O)[O-])cc2Cl)CCN1S(C)(=O)=O (centres undefined)	0.1	17.1	-2.9	/	2.1	6.3	0.2	-1.9	-0.1	/
CCCn1c(CCC(=O)O)nc2cc(S(=O)(=O)N(CC)CC)ccc21	-1.7	2.3	-1.7	/	-1.4	-2.4	18.2	-1.8	0.9	/
CN(Cc1cnn(C)c1)Cc1nc(C(c2ccccc2)c2ccccc2)no1	-3.4	-8.2	-5.8	12.1	3.8	-5.7	-3.3	-0.9	-1.9	-12.1
C/C(=N\OCC(=O)Nc1ccccc1C(C)(C)C)c1ccc2c(c1)OCCO2	0.8	0.0	-1.5	16.2	1.4	-2.0	-0.7	-1.3	3.5	-16.2
COCCCNCC(=O)Nc1ccc(OC(F)(F)F)cc1	-1.5	-0.8	/	/	-0.1	1.9	-5.1	-5.8	2.4	/
COc1ccc(Cn2c(SCC#N)nc3ccc(N4CCOCC4)cc3c2=O)cc1	-1.2	1.5	12.3	5.7	0.3	75.4	-0.2	0.9	-0.7	-5.7
OCC[C@H]1C[C@H](O)[C@@H](O)[C@@]2(Cc3ccccc3CCO2)O1	2.3	-4.2	1.5	-25.6	3.0	-2.5	0.7	2.3	4.2	25.6
COc1ccc(S(=O)(=O)N2CCC(NC(=O)C3CCCCC3)CC2)cc1	-0.4	-1.0	-1.3	/	1.5	/	-0.1	-2.9	0.3	/
CCc1cccc(NC(=O)C2CCCN(S(=O)(=O)c3cccnc3)C2)c1 (centres undefined)	-3.7	-0.2	-3.7	26.0	1.4	-11.5	-1.1	-0.5	3.5	-26.0
c1cc(CN2CCCCC2)cc(OCCCNc2nc3ccccc3s2)c1	-1.6	2.1	-0.8	38.4	3.3	5.6	0.0	0.6	-1.1	-38.4
COc1ccc(-c2nc3cnccn3c2NCc2ccccc2)cc1SC1CCCCC1	-2.4	4.3	/	18.9	/	4.1	0.4	-1.7	0.7	-18.9
Cc1ccc(N2C(=O)NC(NC(=O)C(C)(C)C)(C(F)(F)F)C2=O)cc1C (centres undefined)	0.5	-4.3	-1.1	-7.7	2.4	2.0	-0.1	-3.2	1.4	7.7
Cn1cccc1CNC(=O)Nc1ccc(Cl)cc1	0.0	-7.2	/	26.3	1.8	32.6	0.0	-2.9	2.0	-26.3
COC(=O)c1cc(NC(=O)Cc2cccs2)cc(C(=O)OC)c1	0.3	1.3	-0.3	21.1	-1.3	/	-0.1	0.2	0.5	-21.1
